# CXCR6 block = inhibitors of human CXCR6 receptor; CHO-K1 PathHunter CXCR6 beta-arrestin, luminescence; inhibition, % at 20 µM; 360,000 compounds, 0.36% hits; in the data active = inhibition above about 34%, passing the limit was not always enough;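 also: antagonist mode with CXCL16 agonist at 10 nM final; 0% = 10 nM CXCL16 with DMSO and 100% = unstimulated wells without agonist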
# CCR6 antagonist = antagonists of human CCR6 receptor; P51684; CHO-K1 CCR6 PathHunter beta-arrestin, luminescence, CCL20-stimulated; inhibition, % at 20 µM; 340,000 compounds, 0.49% hits;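 active = compounds whose inhibition of the agonist-driven luminescence signal at 20 µM reaches about 50%, limit read from the data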;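 also: cells stimulated with CCL20 at 14 nM final; plate controls were DMSO with CCL20 for no effect and DMSO without agonist for full effect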
# A3G deaminase = blocks human APOBEC3G single-stranded DNA deamination | Q9HC16 | recombinant A3G, ssDNA deamination FAM/TAMRA fluorescence | inhibition, % at 20 µM | 330,000 compounds, 0.28% hits | AID 493012;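 active = inhibition of at least 40% at 20 µM, with no more than 30% in the related APOBEC3A deaminase screen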;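 also: plate controls were DMSO wells with A3G for no effect and wells lacking A3G enzyme for full effect; some compounds called inactive have numbers as strong as hits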
# Target sequence (Q9HC16 whole entry, looked up): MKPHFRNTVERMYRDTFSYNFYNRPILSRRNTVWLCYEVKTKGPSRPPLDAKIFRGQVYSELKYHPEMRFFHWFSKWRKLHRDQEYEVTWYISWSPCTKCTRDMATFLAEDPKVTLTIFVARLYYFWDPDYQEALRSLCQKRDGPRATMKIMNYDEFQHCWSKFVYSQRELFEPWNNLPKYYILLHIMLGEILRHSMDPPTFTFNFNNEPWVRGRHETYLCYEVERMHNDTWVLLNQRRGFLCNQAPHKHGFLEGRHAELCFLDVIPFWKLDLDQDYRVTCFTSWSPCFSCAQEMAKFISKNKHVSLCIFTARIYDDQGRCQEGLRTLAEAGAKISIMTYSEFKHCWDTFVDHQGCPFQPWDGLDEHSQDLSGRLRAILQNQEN
# EBI2 block = blocks human EBI2 receptor beta-arrestin signaling; P32249; EBI2 beta-arrestin recruitment, luminescence, 7a,25-OHC stimulated; inhibition, % at 5 µM; 360,000 compounds, 0.81% hits; in the data active = inhibition above about 38%;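 also: enzyme fragment complementation signal reports receptor beta-arrestin coupling in cells; 0% = agonist plus DMSO wells and 100% = wells without agonist; some results beyond the cut were filed as inactive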
# Target sequence (P32249 whole entry, looked up, the tested form may be a part): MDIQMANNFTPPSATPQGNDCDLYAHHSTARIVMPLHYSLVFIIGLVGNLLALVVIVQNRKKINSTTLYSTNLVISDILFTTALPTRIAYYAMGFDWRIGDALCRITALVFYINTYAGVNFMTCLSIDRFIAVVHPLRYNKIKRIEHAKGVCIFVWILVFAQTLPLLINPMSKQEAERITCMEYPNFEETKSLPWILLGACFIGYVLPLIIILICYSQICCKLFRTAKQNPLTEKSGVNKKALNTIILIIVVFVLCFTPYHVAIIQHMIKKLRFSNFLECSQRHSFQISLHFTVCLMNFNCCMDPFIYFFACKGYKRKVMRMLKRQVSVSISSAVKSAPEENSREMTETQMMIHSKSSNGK
# MPTP block = blocks calcium-induced mitochondrial swelling; isolated mouse mitochondria, Ca2+ swelling absorbance, 30 min; inhibition, % at 10 µM; 360,000 compounds, 1.4% hits; AID 602449;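 active = inhibition of 50% or more, scaled per plate between neutral and stimulator controls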;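 also: 0% = DMSO wells given calcium and 100% = 1 mM EGTA wells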
# NR3A LBD binder = NR3A (human) ligand-binding domain modulation. 340,000 compounds, 2.5% hits. Tm shift relative to glycine control, % at 25 µM. NR3A LBD differential scanning fluorimetry, Tm shift; 0% = protein alone, 100% = glycine-bound protein;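 active = melting temperature shift of at least 10% of the positive control shift, at one fixed dose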
# Gli-Sufu antag = blocks Gli-Sufu signaling in a luciferase reporter; Sufu-KO-LIGHT fibroblasts, Gli luciferase reporter luminescence; inhibition, % at 5 µM; 340,000 compounds, 0.74% hits;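 active = inhibition above about 55%, limit read from the data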;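 also: 0% = DMSO-treated cells and 100% = wells with medium but no cells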
# APOBEC3A inh = blocks human APOBEC3A ssDNA deamination; P31941; recombinant A3A, FAM/TAMRA ssDNA deamination fluorescence; inhibition, % at 20 µM; 330,000 compounds, 0.41% hits;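 active = at least 40% inhibition at 20 µM here, with at most 30% in a related deaminase screen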;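 also: plate controls were A3A with DMSO for no effect and wells lacking A3A enzyme for full effect; some results filed as inactive read as strong as hits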
# Target sequence (P31941 whole entry, looked up): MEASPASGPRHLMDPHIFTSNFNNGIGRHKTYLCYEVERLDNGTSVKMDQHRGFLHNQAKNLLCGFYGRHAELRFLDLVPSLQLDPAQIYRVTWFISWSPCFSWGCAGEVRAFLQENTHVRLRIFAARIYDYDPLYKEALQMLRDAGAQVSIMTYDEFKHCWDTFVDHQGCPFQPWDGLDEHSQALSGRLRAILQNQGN
# The depositor's hits bear a star; / = not tested or not shown.
SMILES,CXCR6 block,CCR6 antagonist,A3G deaminase,EBI2 block,MPTP block,NR3A LBD binder,Gli-Sufu antag,APOBEC3A inh
COC(=O)Cn1nc(-c2ccc(C)c(S(=O)(=O)N(C)C)c2)c2ccccc2c1=O,2.4,7.9,-4.7,-1.1,-0.6,-1.2,-0.1,0.7
Cc1[nH]c2ccc(OCc3ccccc3)cc2c1CCN1C(=O)OC(C)(C)C1(C)O (stereo not given),-5.2,7.3,-3.5,9.2,0.4,-11.2,-2.5,-3.1
COc1ccc(-c2cn3cccnc3n2)cc1NC(=O)c1cc(OC)c(OC)c(OC)c1,-3.7,-0.2,-7.6,6.8,0.5,-0.4,3.0,-5.2
O=C(CCN1C(=O)/C(=C/c2ccccc2)SC1=S)NC1CCS(=O)(=O)C1 (stereo not given),-9.7,-2.7,-5.3,-3.8,0.5,-0.7,-2.0,-6.6
O=S(=O)(NCC1CCCO1)c1cnc(Cl)c(Br)c1 (stereo not given),-8.9,2.8,-8.9,-7.5,1.6,-2.9,-18.4,-4.2
COCCCNC(=O)CC1C[C@H](C(=O)N2CCOCC2)[C@@]2(C)c3[nH]c4ccc(OC)cc4c3CCN2C1=O (stereo not given in full),-4.6,3.3,4.0,-10.4,-0.9,3.9,-6.1,0.7
Cc1ccc(OCC(=O)N/N=C2\CC(=O)CC(C)(C)C2)c(Br)c1,-4.5,-4.7,-8.5,-7.7,-0.7,-0.7,0.2,-4.9
COc1cccc(CNC(=O)C2CCN(S(=O)(=O)c3ccccc3)CC2)c1,9.9,10.8,-4.3,2.4,1.1,-1.7,8.2,6.5
COc1cc(OC)cc(C(=O)NCCS(=O)(=O)N2CCN(Cc3ccccc3)CC2)c1,-1.6,14.0,-3.8,-2.9,0.3,-0.9,-8.8,-1.5
COc1ccc(NC(=O)CN(C)C(=O)C23CC4CC(CC(C4)C2)C3)cc1,1.1,1.4,-8.3,-14.9,0.4,1.8,-6.2,-3.2
CN1C[C@@H]2[C@@H]3C(=O)N(Cc4ccccc4)C(=O)[C@@H]3[C@](Cc3ccccc3)(C1=O)N2C(=O)c1ccccc1,-6.9,2.6,/,5.9,-0.8,3.9,-8.9,/
CCOCCCNC(=O)C1(O)c2cc(Br)ccc2NC(=O)N1c1ccc(C)c(C)c1 (stereo not given),1.1,7.5,-0.5,2.3,0.7,0.0,-1.0,0.9
C=C[C@@H]1c2c(F)cccc2N(S(=O)(=O)c2ccc(C)cc2)[C@H](c2ccc(C(=O)OC)cc2)C1(C#N)C#N,1.2,15.9,-8.1,-5.0,-2.1,-2.3,-13.5,-4.4
Cc1c(Cl)cccc1NC(=O)C1CCCN(S(C)(=O)=O)C1 (stereo not given),-0.5,-3.0,-5.6,-4.1,-0.8,0.6,-5.8,-5.1
COc1cc(C2C(C(=O)c3ccc(C)o3)=C(O)C(=O)N2CCc2ccccc2)ccc1O (stereo not given),-1.7,7.0,-8.3,-6.7,-0.2,2.8,15.4,-8.8
CC(CNC(=O)CN1C(=O)NC2(CCOc3ccccc32)C1=O)c1ccccc1 (stereo not given),5.7,3.4,-10.7,2.3,-1.2,0.1,0.1,-4.6
O=C(NCc1ccccc1F)C1CCN(S(=O)(=O)c2ccccc2)CC1,6.6,11.8,-13.4,-1.5,0.9,-0.7,-3.7,13.0
O=C(CN1CCN(CN2C(=O)NC3(CCCCCC3)C2=O)CC1)Nc1ccc(F)cc1,-3.5,-7.1,-8.8,4.0,-1.6,-2.3,-6.0,-2.0
Cc1noc(C)c1S(=O)(=O)N(CC(=O)NCc1ccc2c(c1)OCO2)c1ccc(C(C)C)cc1,2.7,10.3,-4.1,6.1,-0.4,-6.4,2.5,1.3
Clc1ccc(CCNc2ncnc3c2nnn3Cc2ccccc2)cc1,-12.4,0.1,-8.9,6.3,-1.6,1.3,11.8,-0.1
Cc1ccc(-c2ccc(/C=N\n3cnnc3)o2)c(Br)c1,-9.8,8.3,-8.1,-7.7,-0.4,2.3,-0.6,-5.9
COc1ccc(-c2noc(-c3ccccc3C(=O)N3CCOCC3)n2)cc1,7.9,13.2,1.6,-5.8,1.7,-0.8,2.5,3.9
O=C(Cn1cnc2c(nnn2Cc2ccc(Cl)cc2)c1=O)c1ccccc1,6.9,12.1,-6.0,-0.4,1.5,-2.6,-10.3,-2.8
Cc1cc(N2C(=O)NC(=O)CC2C)c(C)cc1C(C)C (stereo not given),-5.6,-15.4,-3.4,0.5,1.3,-0.1,-2.3,-0.4
O=C(NCCN1CCOCC1)c1nn2c(c1Cl)NC(c1ccccc1)CC2C(F)(F)F (stereo not given),-5.4,-18.2,-7.7,-5.2,-0.8,0.1,2.1,-7.0

# (listing goes on)
SMILES,CXCR6 block,CCR6 antagonist,A3G deaminase,EBI2 block,MPTP block,NR3A LBD binder,Gli-Sufu antag,APOBEC3A inh
NC(=O)CNc1ncc(C(F)(F)F)cc1Cl,-2.6,6.2,-3.8,-5.5,-0.5,-1.1,-6.8,0.7
CCOC(=O)c1sc(NC(=O)CSc2nnc(-c3ccco3)n2CC)c(C(=O)OCC)c1C,10.2,15.9,-1.6,14.6,5.0,-5.8,-13.4,4.3
Cc1ccc(C(=O)Nc2nc(=O)n(C(=O)c3ccccc3C)s2)cc1,-1.3,6.8,-3.8,9.6,1.5,-2.2,-13.3,-1.2
N#Cc1sc2nc(-c3cccs3)cc(-c3ccccc3)c2c1N,-1.4,-3.0,-5.3,-22.4,1.8,-4.3,-1.9,-1.6
Cc1nnc(NC(=O)C2CCN(S(=O)(=O)c3ccc(Cl)cc3)CC2)s1,3.8,11.5,-0.9,-6.6,0.1,-0.8,7.3,0.1
Cc1ccc(C)c(NC(=O)CN(C)C(=O)c2ccc(Cl)nc2)c1,-0.7,16.4,-5.8,-1.4,-0.4,0.2,32.8,-0.6
Cc1cccc(NC(=S)Nc2ccccn2)c1,10.8,-12.2,2.3,-6.3,-2.3,1.8,-15.8,0.6
Cc1ccc(S(=O)(=O)Nc2nc3cc(C)c(C)cc3[nH]2)cc1,-14.9,8.8,0.5,-12.3,0.3,-0.3,-3.6,-1.1
NNC(=O)COc1cccc2cccnc12,-4.3,3.6,-4.7,-7.7,-0.5,-0.7,4.5,-2.1
CSCCC(=O)N(C)CC1CCCN(CCc2cccc(C(F)(F)F)c2)C1 (stereo not given),3.1,-4.8,-9.4,6.1,1.9,-0.5,21.6,-5.6
CN(CC(=O)Nc1cccc(F)c1)C(=O)c1ccc(C(=O)c2ccccc2)cc1,-14.7,21.9,-10.4,-17.3,-0.1,2.6,1.6,-4.9
Cc1cc(C)nc(N/N=C/C2=C(N3CCOCC3)C(=C\c3ccc(Cl)cc3)/CC2)n1,6.1,17.1,-0.7,-2.3,0.9,-5.9,23.6,-1.6
COC(=O)Cc1c(C)c2ccc(OCC(=O)NCc3ccc4c(c3)OCO4)cc2oc1=O,0.6,18.2,-6.0,-3.9,-0.1,-4.0,5.0,-4.0
COC(=O)CN1C(=S)N(c2ccc(Cl)cc2)C(=O)C1CC(=O)Nc1ccc(Cl)cc1 (stereo not given),-3.2,-3.1,-3.5,-7.1,-16.0,20.4*,-3.4,-3.0
CCN1CCN(C(=O)c2ccc(C(F)(F)F)cc2)CC1,3.3,14.1,31.4,5.6,-0.5,0.8,2.3,-0.7
O=S(=O)(Nc1cccc2ccccc12)N1CCCC1,6.0,7.0,2.6,3.3,0.0,-1.3,-7.5,1.4
O=C(NCCCN1CCOCC1)Nc1ccc(Cc2ccc(NC(=O)NCCCN3CCOCC3)cc2)cc1,7.9,7.9,-4.4,-14.3,-2.1,0.0,4.1,-1.9
COCCn1c(-c2cc(OC)c(OC)c(OC)c2)nc2oc3ccccc3c(=O)c2c1=O,-7.0,-0.8,0.4,-3.8,-0.9,1.5,-19.7,-1.3
CCC(COC)Oc1cc(NCc2ccccc2)c2ncn(C(C)C)c2c1 (stereo not given),-13.6,5.4,-9.8,-4.7,0.1,4.8,8.5,-8.2
CC(=O)c1cc(C(=O)Nc2ccccc2C(=O)O)oc1C,13.6,-4.3,7.9,-2.3,-0.1,2.2,4.2,2.2
N#C/C(=C\c1cccc([N+](=O)[O-])c1)C(=O)NCc1cccnc1,-5.1,2.6,-7.5,-11.5,-2.2,-2.6,10.9,-3.7
Cc1ccccc1-c1nc2c(s1)CCc1onc(-c3ccc(Cl)cc3)c1-2,15.1,14.5,-15.2,0.0,-0.8,-8.7,-1.9,-9.2
CCOc1ccc(-n2c(=O)c3ccccc3c3ccccc3c2=O)cc1,14.0,18.1,-2.4,-17.0,0.0,0.9,1.4,-2.6
COc1ccc(CCNC(=O)c2c[nH]c3ccccc3c2=O)cc1OC,4.9,-2.3,-6.4,-13.7,-0.2,-2.2,-2.9,0.6
CC1CC(O)(Cc2ccccc2)C(C)CN1C (stereo not given),8.2,1.5,-3.1,16.2,0.4,6.0,-7.8,-3.1

# Reformatted: entries from further up
# Below each compound: CXCR6 block | CCR6 antagonist | A3G deaminase | EBI2 block | MPTP block | NR3A LBD binder | Gli-Sufu antag | APOBEC3A inh
Cc1noc(C)c1S(=O)(=O)N(CC(=O)NCc1ccc2c(c1)OCO2)c1ccc(C(C)C)cc1
 : 2.7 | 10.3 | -4.1 | 6.1 | -0.4 | -6.4 | 2.5 | 1.3
Clc1ccc(CCNc2ncnc3c2nnn3Cc2ccccc2)cc1
 : -12.4 | 0.1 | -8.9 | 6.3 | -1.6 | 1.3 | 11.8 | -0.1
Cc1ccc(-c2ccc(/C=N\n3cnnc3)o2)c(Br)c1
 : -9.8 | 8.3 | -8.1 | -7.7 | -0.4 | 2.3 | -0.6 | -5.9

# Looked up by compound from the list above (3):
SMILES,CXCR6 block,CCR6 antagonist,A3G deaminase,EBI2 block,MPTP block,NR3A LBD binder,Gli-Sufu antag,APOBEC3A inh
CCOC(=O)c1sc(NC(=O)CSc2nnc(-c3ccco3)n2CC)c(C(=O)OCC)c1C,10.2,15.9,-1.6,14.6,5.0,-5.8,-13.4,4.3
CCN1CCN(C(=O)c2ccc(C(F)(F)F)cc2)CC1,3.3,14.1,31.4,5.6,-0.5,0.8,2.3,-0.7
O=C(NCCCN1CCOCC1)Nc1ccc(Cc2ccc(NC(=O)NCCCN3CCOCC3)cc2)cc1,7.9,7.9,-4.4,-14.3,-2.1,0.0,4.1,-1.9

# (list continues)
SMILES,CXCR6 block,CCR6 antagonist,A3G deaminase,EBI2 block,MPTP block,NR3A LBD binder,Gli-Sufu antag,APOBEC3A inh
CC(=O)c1cccc(N=Nc2c(C)[nH]c3ccccc23)c1,-0.9,-5.5,-3.3,8.7,3.6,-7.1,-29.5,2.1
Cc1ccc(C(=O)NC(=S)Nc2ccc(CN3CCCCC3)cc2)c(C)c1,11.1,9.7,-8.4,1.6,0.3,0.0,26.1,-4.5
O=C(Nc1ccccc1)NC1(C(=O)NCCCN2CCOCC2)CCCCC1,3.4,8.7,-2.1,3.5,-0.6,-0.4,1.1,-4.7
O=c1[nH]snc1-c1c(Cl)cccc1Cl,0.9,-3.0,-8.4,-5.0,-0.3,0.2,-0.8,-3.0
COCC(=O)N1CCCC(C(=O)c2ccc(-c3ccccc3)cc2)C1 (stereo not given),5.1,0.1,-6.5,-6.8,-0.3,-2.2,-7.0,-3.7
CCCn1c(SCC(=O)N2CCN(C(=O)c3ccco3)CC2)nc2ccccc2c1=O,-4.0,-0.7,-4.6,1.7,5.1,1.1,7.4,-0.8
COc1cccc(-n2nc3c(=O)n(Cc4ccccc4Cl)nc(C)c3c2C)c1,2.1,-2.3,-2.2,-0.8,0.4,4.1,4.4,-0.1
CCOc1ccc(CCNC(=O)CN2C(=O)NC3(CCc4ccccc43)C2=O)cc1OCC (stereo not given),-5.1,-2.9,-10.0,2.6,-1.4,2.8,-2.1,-2.8

# With a hit mark in NR3A LBD binder, of those listed so far:
SMILES | CXCR6 block | CCR6 antagonist | A3G deaminase | EBI2 block | MPTP block | NR3A LBD binder | APOBEC3A inh
COC(=O)CN1C(=S)N(c2ccc(Cl)cc2)C(=O)C1CC(=O)Nc1ccc(Cl)cc1 (stereo not given) | -3.2 | -3.1 | -3.5 | -7.1 | -16.0 | 20.4* | -3.0

# Bioassay records (PubChem)
